bub3: NCI yeast anticancer drug screen, S. cerevisiae bub3 mutant strain; growth inhibition, % at 50 µM; 78,000 tested, 9.9% active;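 note: 0% = growth of vehicle-only cultures of the same strain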
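Yeast carrying a defined mutation is treated with each compound, and growth is compared with that of vehicle-exposed cells to give inhibition.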
yeast sgs1 mgt1: NCI yeast anticancer drug screen, S. cerevisiae sgs1 mgt1 strain; growth inhibition, % at 50 µM; 78,000 tested, 10% active;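 note: 0% = growth of vehicle-only cultures of the same strain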
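Read-out: growth inhibition vs vehicle controls. Cells: mutant yeast strain deficient in DNA damage repair.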
mlh1 rad18: NCI yeast anticancer drug screen, S. cerevisiae mlh1 rad18 strain | growth inhibition, % at 50 µM | 79,000 tested, 11% active | AID 175;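 note: 0% = growth of vehicle-only cultures of the same strain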
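Test agents were incubated with a yeast strain of defined genotype (DNA damage repair defect). Inhibition of growth was derived by comparison with vehicle-exposed cultures.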
cln2 rad14: NCI yeast anticancer drug screen, S. cerevisiae cln2 rad14 strain. 78,000 tested, 8.3% active. AID 165. % growth inhibition at 50 µM;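 note: 0% = growth of vehicle-only cultures of the same strain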
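Relative to vehicle controls, growth inhibition of compound-treated cln2 rad14 yeast was recorded.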
yeast rad50: NCI yeast anticancer drug screen, S. cerevisiae rad50 strain. AID 155. 79,000 tested, 10% active. growth inhibition, % at 50 µM;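 note: 0% = growth of vehicle-only cultures of the same strain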
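DNA repair mutant yeast, compound exposure, growth read-out; inhibition is taken relative to vehicle.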
mec2-1: NCI yeast anticancer drug screen, S. cerevisiae mec2-1 strain; % growth inhibition at 50 µM; 79,000 tested, 9% active;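 note: 0% = growth of vehicle-only cultures of the same strain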
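Using mec2-1 yeast: add compound, measure growth, express inhibition versus vehicle-treated cultures.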
Active calls of the source: *; · = not tested or not shown; & = joins results of further samples. Cut-off read from the data, not from the text of the source: active = growth inhibition above about 70%; inactive = the rest.

item	SMILES	bub3	yeast sgs1 mgt1	mlh1 rad18
1	COc1ccc2c(=O)c([Se]c3coc4cc(OC)ccc4c3=O)coc2c1	-23	3	3
2	c1ccc(/C(=N\N=C(/c2ccccc2)c2cccs2)c2cccs2)cc1	24	26	11
3	COc1ccc(C(C)O)cc1 (stereo not given)	-6	6	9
4	COC12CC(=O)C3(C(CC4C5CCC6=CC(=O)CCC6(C)C5CCC43C)C1)C1CC3C4CCC5=CC(=O)CCC5(C)C4CCC3(C)C12 (stereo not given)	-10	-14	11
5	Cc1cc(O)c(O)c(Oc2cc(C)cc(O)c2O)c1	-10	6	2
6	O=C1CCC(C(=O)Nc2ccc(Cl)c(Cl)c2)N1 (stereo not given)	1	8	-8
7	CC(C)(C)OC(=O)NN	12	17	14
8	Cc1ccc(-c2oc3ccccc3c(=O)c2O)cc1	5	2	8
9	OC(c1ccsc1)c1ccsc1	0	2	5
10	CCOC(=O)C1C[C@@H](O)CN1C(=O)c1ccc2c(c1)OCCO2 (stereo not given in full)	20	-13	6

item	cln2 rad14	yeast rad50	mec2-1
1	-52	7	-17
2	-3	18	-23
3	13	23	3
4	-3	9	0
5	10	15	4
6	-11	2	11
7	12	26	14
8	-5	23	-10
9	-17	7	14
10	5	-10	-7

(next part)
item	SMILES	bub3	yeast sgs1 mgt1	mlh1 rad18
11	O=c1ccc(=O)n(CCc2ccccn2)[nH]1	-16	-7	-2
12	Cn1c(SSc2ccc(-c3cccnc3)n2C)ccc1-c1cccnc1	6	21	29
13	O=C1C(O)=C(c2ccccc2)C(=O)N1Cc1ccccc1	3	5	-7
14	Cc1cccc(C(=O)NN)c1	0	-20	-6
15	O=C(CCCC(=O)N/N=C/c1cccc([N+](=O)[O-])c1)N/N=C\c1cccc([N+](=O)[O-])c1	2	5	26
16	O=c1onc2n1-c1ccc(Cl)cc1C(=S)N1CSCC21 (stereo not given)	-12	-10	11
17	CCCCC(CC)C[N+]1(C)CCOCC1 (stereo not given)	8	13	30
18	C=C(C(=O)O)C1CC[C@@]2(C)CC(O)CC(=C)C2C1 (stereo not given in full)	-3	-8	15
19	CCN(CC)C1=NS(=O)(=O)c2ccccc21	2	9	0
20	NC(CC1CCCCC1)C(=O)O (stereo not given)	4	6	-18

item	cln2 rad14	yeast rad50	mec2-1
11	7	-14	-29
12	-20	30	18
13	-39	7	-5
14	-5	-4	10
15	27	27	22
16	18	7	-4
17	-21	13	16
18	5	16	-1
19	-11	1	-4
20	2	-7	4

Going on with the list:
item	SMILES	bub3	yeast sgs1 mgt1	mlh1 rad18
21	CC(=O)NC(C(=O)O)C(C)(C)SCc1ccccc1 (stereo not given)	-41	-3	-17
22	CC(C)c1ccc(NCN2C(=O)c3ccccc3C2=O)cc1	40	28	24
23	COC(=O)C1C(=O)CC(C)(O)C(C(=O)OC)C1c1ccc(N(C)C)cc1 (stereo not given)	15	8	-25
24	COc1ccc(S(=O)(=O)Nc2c([N+](=O)[O-])cc([N+](=O)[O-])c3ccccc23)cc1	0	18	40
25	O=C1CCCC(=S)N1	14	9	6
26	c1ccc2c(c1)OCCOCCOc1ccccc1OCCOCCO2	·	·	15
27	COc1cccc(OC)c1/C=C1\N=C(c2ccccc2)OC1=O	6	3	-9
28	O=C1C2C3C=CC(C2C(=O)N1COP(=O)(O)O)C1C2C(=O)N(COP(=O)(O)O)C(=O)C2C31 (stereo not given)	-11	1	-14
29	C/C(=N\NC(=O)Nc1ccc(N=Nc2ccccc2)cc1)c1ccncc1	14	19	11
30	C/C(=N\NC(=S)NNC(=S)N1CCCc2ccccc21)c1ccccn1	91*	97*	96*

item	cln2 rad14	yeast rad50	mec2-1
21	-5	-16	2
22	8	26	30
23	53	-10	20
24	14	33	-1
25	17	3	4
26	·	3	11
27	-57	-1	-1
28	19	2	0
29	2	17	10
30	96*	96*	96*

Other results:
item	SMILES	bub3	yeast sgs1 mgt1	mlh1 rad18
31	NC(=O)C1CCCN1C(=O)C(N)Cc1ccccc1 (stereo not given)	5	-21	-9
32	CC(NC(=O)/C=C/C(=O)NC(C)c1ccccc1)c1ccccc1 (stereo not given)	-9	-16	-26
33	COc1cc2c(c(OC)c1OC)-c1ccc(SC)c(=O)cc1[C@@H](NC(=O)CCl)CC2	17	0	16
34	O=C(O)c1cc2c(c(C(=O)O)c1O)CCCC2	-6	10	-5
35	O=C(O)C1c2ccccc2-c2ccccc21	38	42	39
36	COc1ccc2[nH]c3c(C)c4c(c(C)c3c2c1)CN(C)CC4	-8	-17	-6
37	Nc1c(Cl)cc(Cl)cc1Cl	-3	-12	-26
38	CN1CNC(=O)c2n[nH]nc21	13	-4	-3
39	BrCc1ccc2ccc3ccc(CBr)nc3c2n1	45	64	65
40	O=C(O)C1C=CC2OC2C1C(=O)O (stereo not given)	1	-6	5

item	cln2 rad14	yeast rad50	mec2-1
31	6	-27	-44
32	-23	-32	-13
33	7	-2	20
34	-23	11	-20
35	-38	52	32
36	-1	4	5
37	-34	8	0
38	-21	-1	34
39	25	70	43
40	-32	3	-28

Other structures follow.
item	SMILES	bub3	yeast sgs1 mgt1	mlh1 rad18
41	O=C(O)c1cc(F)cc(C(=O)O)c1	7	-1	-3
42	CCOC(=O)/C=C/c1cccc([N+](=O)[O-])c1	15	3	-1
43	c1ccc2c[n+](CCc3c[nH]c4ccccc34)ccc2c1	-5	9	-2
44	O=C(CCCO)N/N=C\c1ccc([N+](=O)[O-])s1	6	32	62
45	Cc1c2c(=O)oc3ccc(Cl)cc3c2nn1-c1ccccc1	-26	-12	-10
46	O=C1c2ccccc2-c2cc([N+](=O)[O-])ccc21	24	33	16
47	CCSc1nc2c(N)nc(N)nc2[nH]c1=O	-18	-19	-3
48	CCC(C)COC(=O)c1ccc(N=Cc2ccc(C=Nc3ccc(C(=O)OCC(C)CC)cc3)cc2)cc1 (stereo not given)	62	70*	57
49	CC(C)(C)c1cc(-c2c3nc(c(-c4cc(C(C)(C)C)c(O)c(C(C)(C)C)c4)c4ccc([nH]4)c(-c4cc(C(C)(C)C)c(O)c(C(C)(C)C)c4)c4nc(c(-c5cc(C(C)(C)C)c(O)c(C(C)(C)C)c5)c5ccc2[nH]5)C=C4)C=C3)cc(C(C)(C)C)c1O	-3	-8	2
50	C=CCOC(=O)COC(=O)C(C)(C)OC(C)=O	13	-2	-6

item	cln2 rad14	yeast rad50	mec2-1
41	-29	3	-4
42	-19	3	-17
43	2	17	7
44	72*	19	-4
45	-8	-14	-9
46	5	24	9
47	-13	-19	-15
48	41	29	50
49	-25	-15	-5
50	11	-3	10

Next part:
item	SMILES	bub3	yeast sgs1 mgt1	mlh1 rad18
51	Cc1ccc2nc(-c3ccc(N=Nc4cc(S(=O)(=O)O)c5ccccc5c4O)cc3)sc2c1S(=O)(=O)O	-21	-15	-31
52	CC(C)(C)OC(=O)c1cccc(Br)c1	13	-5	11
53	CN1C(=O)CC(c2cccc(C3CC(=O)N(C)C3=O)n2)C1=O (stereo not given)	-12	-18	-14
54	COc1ccc(/C=C(\C#N)c2ccc(C)cc2)cc1OC	·	·	38
55	Cc1cc(Cl)nc(/N=C(\N)Nc2ccc(Cl)c(Cl)c2)n1	6	-1	8
56	CCN(CC)CCNc1cc2ccccc2c2sc3ccccc3c(=O)c12	98*	98*	98*
57	CN(C)CC1Cc2ccsc2C1=O (stereo not given)	99*	99*	99*
58	Cc1ccc(Nc2ccc(O)c3c2C(=O)c2ccccc2C3=O)cc1	16	5	16
59	O=C(Cc1cccc2ccccc12)N/N=C/c1cccc([N+](=O)[O-])c1	15	-10	-6
60	COC(=O)CC1C2(C)C3=C(C)C(c4ccoc4)CC3OC2C2OC(=O)C3(C)C=CC(=O)C1(C)C23 (stereo not given)	82*	79*	90*

item	cln2 rad14	yeast rad50	mec2-1
51	7	-20	-29
52	15	-8	-13
53	-6	-19	-24
54	·	50	53
55	-12	-2	5
56	99*	98*	99*
57	100*	99*	99*
58	-30	-18	-4
59	-7	-3	1
60	81*	85*	84*

Further compounds.
item	SMILES	bub3	yeast sgs1 mgt1	mlh1 rad18
61	O=C(CC1(O)C(=O)Nc2ccccc21)c1ccc(Cl)c(Cl)c1 (stereo not given)	77*	73*	88*
62	NC(=S=O)C(N)=S=O	3	-5	9
63	O=C(Nc1ccc(F)c([N+](=O)[O-])c1)N1CCN(c2ccccc2)CC1	9	0	-3
64	C=C(NC(=O)C(=C)NC(=O)c1csc(C2=NC3c4csc(n4)C4NC(=O)c5csc(n5)C(C(C)(O)C(C)O)NC(=O)C5CSC(=N5)/C(=C/C)NC(=O)C(C(C)O)NC(=O)c5csc(n5)C3(CC2)NC(=O)C(C)NC(=O)C(=C)NC(=O)C(C)NC(=O)C(C(C)CC)NC2C=Cc3c(C(C)O)cc(nc3C2O)C(=O)OC4C)n1)C(N)=O (stereo not given)	32&34	18&14	36&13
65	CCOc1ncc(C(O)c2ccc(C)cc2)c(OCC)n1 (stereo not given)	1	-4	-10
66	Cc1cn(C2CC(ON)C(CO)O2)c(=O)[nH]c1=O (stereo not given)	6	23	-48
67	CC1=C(C[Si](C)(C)C)CC(CO[Si](C)(C)C(C)(C)C)C2C(=O)N(C(=O)c3ccccc3)C(Cc3ccccc3)C12 (stereo not given)	-4	2	23
68	NC(=O)c1n[nH]n(-c2ccccc2)c1=O	-20	-8	4
69	CC(CCl)C(N)=O (stereo not given)	9	-11	-5

item	cln2 rad14	yeast rad50	mec2-1
61	72*	84*	39
62	-21	-17	-14
63	-2	3	0
64	23&30	15&12	-10&11
65	-53	-1	-11
66	14	-8	-1
67	-4	22	6
68	0	-13	-5
69	1	1	-21

Sorted by heavy-atom count (falling): 13 of the compounds above
item	SMILES	bub3	yeast sgs1 mgt1	mlh1 rad18
67	CC1=C(C[Si](C)(C)C)CC(CO[Si](C)(C)C(C)(C)C)C2C(=O)N(C(=O)c3ccccc3)C(Cc3ccccc3)C12 (stereo not given)	-4	2	23
51	Cc1ccc2nc(-c3ccc(N=Nc4cc(S(=O)(=O)O)c5ccccc5c4O)cc3)sc2c1S(=O)(=O)O	-21	-15	-31
28	O=C1C2C3C=CC(C2C(=O)N1COP(=O)(O)O)C1C2C(=O)N(COP(=O)(O)O)C(=O)C2C31 (stereo not given)	-11	1	-14
15	O=C(CCCC(=O)N/N=C/c1cccc([N+](=O)[O-])c1)N/N=C\c1cccc([N+](=O)[O-])c1	2	5	26
1	COc1ccc2c(=O)c([Se]c3coc4cc(OC)ccc4c3=O)coc2c1	-23	3	3
59	O=C(Cc1cccc2ccccc12)N/N=C/c1cccc([N+](=O)[O-])c1	15	-10	-6
61	O=C(CC1(O)C(=O)Nc2ccccc21)c1ccc(Cl)c(Cl)c1 (stereo not given)	77*	73*	88*
65	CCOc1ncc(C(O)c2ccc(C)cc2)c(OCC)n1 (stereo not given)	1	-4	-10
66	Cc1cn(C2CC(ON)C(CO)O2)c(=O)[nH]c1=O (stereo not given)	6	23	-48
68	NC(=O)c1n[nH]n(-c2ccccc2)c1=O	-20	-8	4
40	O=C(O)C1C=CC2OC2C1C(=O)O (stereo not given)	1	-6	5
14	Cc1cccc(C(=O)NN)c1	0	-20	-6

item	cln2 rad14	yeast rad50	mec2-1
67	-4	22	6
51	7	-20	-29
28	19	2	0
15	27	27	22
1	-52	7	-17
59	-7	-3	1
61	72*	84*	39
65	-53	-1	-11
66	14	-8	-1
68	0	-13	-5
40	-32	3	-28
14	-5	-4	10

item	SMILES	bub3	yeast sgs1 mgt1	mlh1 rad18
62	NC(=S=O)C(N)=S=O	3	-5	9

item	cln2 rad14	yeast rad50	mec2-1
62	-21	-17	-14
